# Compound activity: PubChem BioAssay, several laboratories
# OX1R FRET antag – OX1R (human) antagonism | OX1R-expressing cells, FRET antagonist read-out | inhibition, % at 6.6 µM | O43613 | AID 485270 | hit rate 1.8% among 330,000; in the data active = inhibition mostly above about 38%, no sharp cut-off; inactive = mostly below about 40%;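 also: 0% = agonist challenge alone and 100% = reference antagonist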
# Target sequence (O43613 whole entry, looked up): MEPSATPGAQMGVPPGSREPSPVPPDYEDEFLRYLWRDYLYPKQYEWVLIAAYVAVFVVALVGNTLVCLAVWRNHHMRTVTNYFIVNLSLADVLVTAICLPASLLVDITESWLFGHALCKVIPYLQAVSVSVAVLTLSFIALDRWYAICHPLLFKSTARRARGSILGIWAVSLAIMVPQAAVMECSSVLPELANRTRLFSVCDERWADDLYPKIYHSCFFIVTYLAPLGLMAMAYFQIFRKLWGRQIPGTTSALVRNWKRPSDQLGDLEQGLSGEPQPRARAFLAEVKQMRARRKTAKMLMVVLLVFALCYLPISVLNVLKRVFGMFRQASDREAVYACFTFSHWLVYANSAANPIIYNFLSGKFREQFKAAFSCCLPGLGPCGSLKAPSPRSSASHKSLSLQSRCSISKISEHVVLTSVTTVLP
# STK33 inh – human STK33 kinase inhibition; inhibition, % at 10 µM; Q9BYT3; purified STK33, MBP phosphorylation, ADP-Glo luminescence; hit rate 0.073% among 320,000;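 active = inhibition at or above 25%, using the most active replicate where run in duplicate; inactive = inhibition below 25%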
# Target sequence (Q9BYT3 whole entry, looked up): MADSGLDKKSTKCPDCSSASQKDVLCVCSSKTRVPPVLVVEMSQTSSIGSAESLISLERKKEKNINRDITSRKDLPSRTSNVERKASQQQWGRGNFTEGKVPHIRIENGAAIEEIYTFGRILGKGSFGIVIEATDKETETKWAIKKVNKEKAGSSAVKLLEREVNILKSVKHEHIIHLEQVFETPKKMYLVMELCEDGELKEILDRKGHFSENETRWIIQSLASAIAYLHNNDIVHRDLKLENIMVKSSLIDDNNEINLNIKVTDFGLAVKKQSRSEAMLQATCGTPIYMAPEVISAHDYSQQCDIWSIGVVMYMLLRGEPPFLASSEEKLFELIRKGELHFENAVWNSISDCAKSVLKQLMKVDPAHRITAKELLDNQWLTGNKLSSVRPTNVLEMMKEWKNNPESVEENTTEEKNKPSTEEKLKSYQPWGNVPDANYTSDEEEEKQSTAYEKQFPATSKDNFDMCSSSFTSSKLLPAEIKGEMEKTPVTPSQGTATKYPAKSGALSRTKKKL
# Numbers without * were called inactive; / = no result given; & = joins results of further samples.
OX1R FRET antag	STK33 inh	Molecule
18	0.1	CCSc1nnc(NC(=O)Cc2ccccc2OC)s1
12	0.9	COc1ccc(NC(=O)CSc2n[nH]c(-c3ccncc3)n2)cc1Cl
-3	-1.5	O=C(CCc1ccccc1)NNC(=S)NC(=O)c1ccccc1
-3	0.4	S=c1[nH]nc(C2CCCCC2)n1/N=C/c1cccc(Br)c1
17	11	COC(=O)CSc1nc(NC(C)C)nc(N2CCOCC2)n1
/	0.5	O=C(Cc1ccc(O)cc1)N/N=C/c1cccnc1
4	5.4	COc1cc(/C=C2\C(=O)ON=C2c2ccccc2)cc(Br)c1O
9	-1.9	Cc1nn(Cc2ccccc2)c(C)c1C(=O)NCCCN1CCCC1=O
13	-0.8	COc1ccc(OC)c(S(=O)(=O)NC(C)CCc2ccccc2)c1 (configuration not stated)
6	-0.5	Cc1ccc(C)c(Nc2c([N+](=O)[O-])c(=O)oc3ccccc23)c1
4	-0.1	CC(C)(C)C(=O)OCC1OC(n2cnc(C(N)=O)n2)C(O)C1O (configuration not stated)
13	-1.8	COC(=O)c1cccc(NS(=O)(=O)c2ccc(OC)cc2)c1C
30	0.1	CC(=O)c1ccc(NC(=S)NCc2ccc(Cl)cc2Cl)cc1
1	-1.3	N#Cc1ccccc1NC(=O)CN1CCN(Cc2ccccc2)CC1
50	-1.0	CC(=O)Nc1ccc(SCC(=O)c2cc(C)n(Cc3cccs3)c2C)cc1
-3	-0.5	CC(=O)Nc1ccc(S(=O)(=O)N2CCN(CCc3ccccc3)CC2)cc1
9	-1.2	COc1ccc(CCC(=O)OCC(=O)N(C)c2c(N)n(Cc3ccccc3)c(=O)[nH]c2=O)cc1
3	-0.8	ON=C1CCN(c2ncc(C(F)(F)F)cc2Cl)CC1
12	0.0	Cc1ccc(NC(=O)CCN2C(=O)OC(C)(C)C2(C)O)cc1 (configuration not stated)
-9	-0.3	Cc1onc(NC(=O)NC(=O)c2c(F)cccc2Cl)c1Br
44	-1.0	Cc1ccc2[nH]c(=O)c(CN(Cc3ccc4c(c3)OCO4)Cc3nnnn3C3CCCC3)cc2c1
8	-1.8	CN(C(=O)c1ccc(NC(=O)C2CC=CCC2C(=O)O)cc1)c1ccccc1 (configuration not stated)
2	-1.6	COc1cc(C2C(C#N)=C(N)Oc3cc(C)oc(=O)c32)cc2c1OCO2 (configuration not stated)
52*	-1.9	N#C/C(=C\c1ccc(-c2nc3ccccc3s2)o1)C(N)=O
3	-0.4	CC1CCc2nn(CC(=O)NC3CCCC3)cc2C1 (configuration not stated)
53*	-1.8	CC/C(=N\Nc1ccc([N+](=O)[O-])cc1)c1ccccc1
6	-0.4	CC1(C)CC(=O)C(CCC(=O)c2ccccc2)C(C)(C)N1 (configuration not stated)
25	-1.8	CC(=O)Nc1sc(C)c(C)c1C(=O)OCCOc1ccccc1
15	2.3	COC(=O)C1CN(S(=O)(=O)c2ccc(C)cc2)CCN1S(=O)(=O)c1ccc(C)cc1 (configuration not stated)
5	-1.2	Cc1sc2nc(COC(=O)CNC(=O)c3ccc(C(C)(C)C)cc3)[nH]c(=O)c2c1C
26	-0.5	COc1ccc(NC(=O)C/C(C)=N/NC(=O)C2CCCCC2)c([N+](=O)[O-])c1
6	-0.4	CC1CCCCN1C(=O)CCn1c(=S)oc2ccccc21 (configuration not stated)
21	-0.6	Cc1ccc(CN(C(=O)c2sc3ccccc3c2Cl)C2CCS(=O)(=O)C2)cc1 (configuration not stated)
1	-1.8	Cc1ccc2nc(-c3ccc(NC(=O)CN4C(=O)NC(C)(c5ccc(OC(F)F)cc5)C4=O)cc3)sc2c1 (configuration not stated)
1	-1.4	Cc1nnc(SCC2=C(C(=O)O)N3C(=O)C(NC(=O)Cc4ccccc4)C3SC2)s1 (configuration not stated)
20	-0.6	C=CCn1c(SCC(=O)NNC(=O)Nc2cccc(Cl)c2)nnc1-c1ccccc1
10	-0.7	O=C(CSc1ncn[nH]1)c1ccccc1
22	-1.8	COc1ccccc1CNc1cc(C)ccc1C
40	0.9	CCC(C)(C)NC(=O)Cc1ccc(F)cc1
22	2.6	O=C(N/N=C/c1ccncc1)c1cc2ccccc2o1
30	-0.1	NC(=O)CC(NC(=O)Cc1cccc2ccccc12)c1ccc(N2CCC(N3CCCC3)CC2)c([N+](=O)[O-])c1 (configuration not stated)
4	-0.6	O=C(CSc1n[nH]c(=O)[nH]c1=O)c1ccc(Cl)cc1Cl
6	-0.2	CSc1ccc(CCNC(=O)CCc2nnc3ccc(N4CCCCC4)nn23)cc1
-3	-2.3	S=C(NCCN1CCOCC1)N/N=C/c1cccs1
-2	-0.9	COC(=O)CCC(=O)NC(=S)Nc1ccccc1F
18	-1.2	O=C(CCc1nc2ccccc2c(=O)[nH]1)Nc1nnc(SCc2ccc(Cl)cc2)s1
1	-0.4	COc1ccc(CNC(=O)[C@H](CCSC)NC(=O)N2CCn3c2nc2ccccc23)cc1
-7	-1.2	COCc1cc(C)[nH]c(=O)c1C#N
10	-0.5	CC(=O)N(Cc1ccc(F)cc1)c1cccc(C)c1C
21	-0.1	COc1ccc(CNC(=O)C/C(C)=N/NC(=O)Cc2ccc(OC)c(OC)c2)cc1

# Looked up one by one from the list above, 4 records:
OX1R FRET antag	STK33 inh	Molecule
26	-0.5	COc1ccc(NC(=O)C/C(C)=N/NC(=O)C2CCCCC2)c([N+](=O)[O-])c1
30	-0.1	NC(=O)CC(NC(=O)Cc1cccc2ccccc12)c1ccc(N2CCC(N3CCCC3)CC2)c([N+](=O)[O-])c1 (configuration not stated)
6	-0.4	CC1CCCCN1C(=O)CCn1c(=S)oc2ccccc21 (configuration not stated)
-2	-0.9	COC(=O)CCC(=O)NC(=S)Nc1ccccc1F

# Following part.
OX1R FRET antag	STK33 inh	Molecule
8	0.5	COc1ccc(O)c(/C=N/N2CCCCC2)c1
20	-0.2	Cc1n(CC(O)COC2CCCCC2)c2ccccc2[n+]1C (configuration not stated)
51	-0.3	Cc1cc(C)cc(NC(=O)CSc2ccc(-c3ccco3)nn2)c1
26	-0.7	COC(=O)[C@]1(CC(C)C)N[C@H](c2ccc(-c3ccc4c(c3)OCO4)cc2)[C@@H]2C(=O)N(C)C(=O)[C@@H]21
6	-0.9	C=CC[C@H](CC(=O)OC(C)(C)C)C(=O)OC[C@@H]1CCCN1C(=O)[C@@H](CC=C)CC(=O)N[C@H](CO)Cc1ccccc1
20	-1.9	CCC1CC(CSc2ncn[nH]2)OC1=O (configuration not stated)
8	1.2	CC1CCN(C(=O)c2ccc3c(=O)n4c(nc3c2)CCCCC4)CC1
7	-1.1	O=C(CSc1nnc(-c2ccccc2F)o1)NC(=O)Cc1ccccc1
30	-2.2	COCCn1c(C)cc(C(=O)COC(=O)c2c(C)nn(Cc3ccccc3)c2C)c1C
34	-1.5	COc1ccc(C)cc1NC(=O)c1cc2ccccc2o1
13	0.0	COc1ccccc1NC(=O)c1ccc(NC(=O)COC(=O)c2cccnc2Cl)cc1
30	-0.5	COc1cc(/C=N/Nc2ccccn2)ccc1OCC(C)C
-1	-0.4	Cc1nc(C)c(-c2ccc(SCC(=O)Nc3ccc(C)c(Cl)c3)nn2)s1
3	-0.5	CCOC(=O)C(C)(C)Sc1nc2c(cnn2-c2ccc(Cl)cc2)c(=O)[nH]1
25	-1.7	CCCCOC(=O)C1CCCC(C(=O)OCCCC)N1 (configuration not stated)
/	-0.7	Cc1ccc2c(CN3CCC(C)CC3)cc(=O)oc2c1C
-2	-0.4	CC1=CC(C)(C)N2C(=O)C3(C(C#N)=C(N)OC4=C3C(=O)CC(C)(C)C4)c3cc(C)cc1c32 (configuration not stated)
14	0.1	COc1ccc(S(=O)(=O)CC(O)CN2CCCC2=O)cc1 (configuration not stated)
9	-1.8	CC(C)C[C@H](NC(=O)c1nc[nH]c1C(=O)N1CCN(c2ccccc2)CC1)C(=O)OCc1ccccc1
-3	-0.9	COc1ccc(C(=O)NC2CCN(CC(=O)Nc3cccc(OC)c3)CC2)cc1
22	-0.9	CCn1c(-c2ccc(C)cc2)n[nH]c1=S
5	-0.5	O=C(O)CN1C(=O)C2C3C=CC(C2C1=O)C1C(=O)N(CC(=O)O)C(=O)C31 (configuration not stated)
76*	-1.1	Cc1cccc(NC(=O)C2CCCN2S(=O)(=O)c2ccc(Cl)cc2)n1 (configuration not stated)
15	0.8	CCn1c(CSc2nnc(-c3ccoc3C)n2C)nc2cc(S(=O)(=O)N(C)C)ccc21
13	0.6	Cc1cc(C(=O)NNC(=S)NC(=O)/C=C/c2ccccc2Cl)n[nH]1

# The list goes on, overlapping the part above by six compounds.
OX1R FRET antag	STK33 inh	Molecule
-3	-0.9	COc1ccc(C(=O)NC2CCN(CC(=O)Nc3cccc(OC)c3)CC2)cc1
22	-0.9	CCn1c(-c2ccc(C)cc2)n[nH]c1=S
5	-0.5	O=C(O)CN1C(=O)C2C3C=CC(C2C1=O)C1C(=O)N(CC(=O)O)C(=O)C31 (configuration not stated)
76*	-1.1	Cc1cccc(NC(=O)C2CCCN2S(=O)(=O)c2ccc(Cl)cc2)n1 (configuration not stated)
15	0.8	CCn1c(CSc2nnc(-c3ccoc3C)n2C)nc2cc(S(=O)(=O)N(C)C)ccc21
13	0.6	Cc1cc(C(=O)NNC(=S)NC(=O)/C=C/c2ccccc2Cl)n[nH]1
20	-0.8	Cn1nc(C(C)(C)C)cc1C(=O)NNC(=O)c1cccc(Cl)c1
12	0.3	CCn1c(SCC(=O)NC2CCCCC2)nc2c(c1=O)SCC2
9	0.0	Cc1cc(C)n(/N=C/c2ccc(O)cc2)c(=O)c1C#N
20	0.5	Cn1c(=O)c2[nH]c(N=Nc3ccc(N)cc3N)nc2n(C)c1=O
22	0.1	COc1ccccc1NS(=O)(=O)c1cccc(NC(=O)C2CC(=O)N(Cc3ccccc3)C2)c1 (configuration not stated)
10	0.2	Oc1ccccc1CNc1nccs1
6	0.1	O=C(N/N=C\c1ccc(CNS(=O)(=O)c2ccc(Cl)cc2)o1)C(=O)Nc1ccc(Oc2ccccc2)cc1
11	-1.8	CCOc1ccc(Cn2nnc(C(=O)NCCc3ccccc3)c2N)cc1
14	5.6	Cc1ccc(C)c(N2CCN(C(=O)CCCn3c(=S)[nH]c4cc5c(cc4c3=O)OCO5)CC2)c1
6	0.0	O=C1CC(NS(=O)(=O)c2cccs2)CN1c1ccccc1 (configuration not stated)
21	-0.7	CCC(=O)c1cc2c(C)cc(=O)oc2c(C)c1OC(=O)C(C)C
11	1.1	COc1cccc(N2CC(NC(=O)C(=O)c3c[nH]c4ccccc34)CC2=O)c1 (configuration not stated)
9	0.1	COc1ccc2c(=O)cc(C(=O)O)oc2c1
36	-0.7	O=C1N=C(N2CCC(Cc3ccccc3)CC2)S/C1=C/c1cn[nH]c1-c1ccccc1
11	-0.8	COc1ccc(Cn2c(=S)[nH]c3cc(C(=O)N4CCN(c5ccccc5)CC4)ccc3c2=O)cc1
9	0.4	CC(C)CCn1c(=O)c2c(nc3n2CCCN3Cc2ccccc2)n(C)c1=O
25	0.1	O=C(NCC(c1ccco1)N1CCCC1)c1ccccc1Sc1ccc(C(F)(F)F)cc1[N+](=O)[O-] (configuration not stated)
9	-0.9	CCN(CC)C(=O)c1cccc(NC(=O)C2=COCCO2)c1
10	0.3	CCOC(=O)c1cc(NC(=O)Nc2ccccc2Cl)c(C)nc1C
7	3.9	O=C1N=c2ccccc2=C1c1c(O)n(-c2cccc(F)c2)[nH]c1=O
12	-0.1	COc1ccc(NS(=O)(=O)c2cccc(C(=O)NCC(c3ccco3)N(C)C)c2)cc1 (configuration not stated)
17	1.1	Cc1ccc(NC(=O)Cn2nnc(-c3ccccc3-n3cnnn3)n2)c(C)c1
2	-1.9	Cc1nnc(SCC(=O)Nc2ncc3c(n2)CC(c2ccccc2)CC3=O)s1 (configuration not stated)
-3	-1.4	CCOC(=O)C1CCN(C(=S)Nc2cc(C)ccc2C)CC1
12	-1.7	Cc1ccc(NC(=O)COC(=O)COc2cccc3c2OC(C)(C)C3)cc1S(=O)(=O)N1CCOCC1
24	-0.5	Cc1[nH]c2ccccc2c1C(=O)C(=O)N(C)C1CCCCC1
1	-1.9	CCOC(=O)CNc1nc(Oc2ccc(=O)n(C)n2)nc(N(CC)CC)n1
18	-1.1	COc1ccc(CCNS(=O)(=O)c2ccc(Br)s2)cc1
9	-1.1	COc1ccc(C/C(N)=N/n2cnnc2)cc1Cl
17	-2.2	O=C(C1CCCO1)N1CCC(O)(c2ccccc2)CC1 (configuration not stated)
15	0.6	N#CC1=C(N)Oc2n[nH]c(-c3ccccc3)c2C1c1ccncc1 (configuration not stated)
5&11	-0.4&-1.7	CCOC(=O)C1=C(C)NC(C)=C(C(=O)OCC)C1C(=O)OCC(=O)N1CCC(C)CC1
14	-0.2	CCOCCOCN(C#N)c1nc(OC)nc(N(C)C)n1
-1	0.6	CC(/C=N/Nc1nc(C)cc(C)n1)=C\c1ccc(C(C)C)cc1
24	0.7	Cc1cc(-c2c(C)n([O-])c(C)c(C)[n+]2=O)ccc1F
14	-0.6	CCc1nnc(NC(=O)CCC(=O)N2CCN(Cc3ccc(C)cc3C)CC2)s1
-3	-2.1	COC(=O)C1=C(C)NC(=S)NC1c1ccc(OCC(=O)N2CCCCC2)c(OC)c1 (configuration not stated)
13	0.7	COc1ccc2cc(C(=O)C3CCCN(C(=O)C4=NN(C)C(=O)CC4)C3)ccc2c1 (configuration not stated)
1	-2.6	Cc1cc(C(F)(F)F)nn1CC(=O)NNC(=S)Nc1ccc(F)cc1
4	-1.5	Clc1cc(Cl)c(Cl)cc1Cl
19	0.2	CC(C)(C)C(=O)C(Cl)C(=O)Nc1ccccc1 (configuration not stated)
